Bioassay records (PubChem BioAssay)
GluA2 TARP mod – modulates AMPAR-stargazin complexes; calls only at 30 µM; hit rate 3.5% among 40,000; O88602+P19491; HEK293 GluA2+stargazin, membrane potential dye (FDSS), glutamate EC50; hits were called plate by plate, in both directions; AID 1259245;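 active means any of four per-well response measures lying three or more SD from its plate-wide compound average, in either direction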
Target sequence (O88602 whole entry, looked up): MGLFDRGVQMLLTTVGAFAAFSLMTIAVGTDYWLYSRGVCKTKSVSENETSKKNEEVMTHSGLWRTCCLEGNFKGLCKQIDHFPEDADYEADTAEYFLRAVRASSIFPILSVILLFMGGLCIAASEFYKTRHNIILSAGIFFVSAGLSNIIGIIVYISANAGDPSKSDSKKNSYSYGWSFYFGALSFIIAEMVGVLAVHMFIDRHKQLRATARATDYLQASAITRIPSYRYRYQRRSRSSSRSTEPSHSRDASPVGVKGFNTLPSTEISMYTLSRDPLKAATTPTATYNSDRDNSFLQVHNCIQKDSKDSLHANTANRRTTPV
Target sequence (P19491 whole entry, looked up): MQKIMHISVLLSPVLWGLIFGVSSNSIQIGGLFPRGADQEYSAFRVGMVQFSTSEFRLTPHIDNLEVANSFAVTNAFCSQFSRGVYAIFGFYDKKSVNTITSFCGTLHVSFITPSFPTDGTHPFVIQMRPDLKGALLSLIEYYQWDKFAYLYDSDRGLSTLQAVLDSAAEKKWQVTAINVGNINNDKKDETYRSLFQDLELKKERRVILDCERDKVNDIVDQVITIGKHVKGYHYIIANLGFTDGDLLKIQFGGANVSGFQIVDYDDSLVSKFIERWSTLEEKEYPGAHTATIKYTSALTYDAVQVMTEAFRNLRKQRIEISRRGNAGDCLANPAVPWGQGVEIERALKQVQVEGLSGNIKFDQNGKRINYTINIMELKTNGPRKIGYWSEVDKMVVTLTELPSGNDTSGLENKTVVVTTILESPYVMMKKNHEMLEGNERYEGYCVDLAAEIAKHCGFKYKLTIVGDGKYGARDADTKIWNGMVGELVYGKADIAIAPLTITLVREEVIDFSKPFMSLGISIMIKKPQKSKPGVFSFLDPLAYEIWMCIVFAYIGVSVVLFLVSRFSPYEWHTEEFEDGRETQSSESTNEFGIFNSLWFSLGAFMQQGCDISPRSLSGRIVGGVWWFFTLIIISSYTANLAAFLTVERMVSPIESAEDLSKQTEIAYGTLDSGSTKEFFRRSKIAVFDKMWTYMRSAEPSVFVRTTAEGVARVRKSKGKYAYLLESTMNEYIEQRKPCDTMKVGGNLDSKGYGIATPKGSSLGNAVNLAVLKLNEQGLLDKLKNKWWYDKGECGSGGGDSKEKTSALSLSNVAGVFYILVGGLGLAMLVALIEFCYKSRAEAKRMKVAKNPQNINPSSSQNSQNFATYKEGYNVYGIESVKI
GluA2 TARP mod agonism max-min – second read-out of GluA2 TARP mod, no call of its own (marks repeat the call); compound max-min signal; compound-alone response (agonism);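 unitless range of fluorescence divided by baseline over first 100 seconds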
GluA2 TARP mod glutamate slope – recorded beside GluA2 TARP mod, whose call it bears; glutamate slope, % of max; measured here: glutamate response slope, % max;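 scaled per plate between vehicle wells and maximal 1 mM glutamate control wells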
An asterisk follows results filed as active; i = inactive; + = active, no number. A portion of the library. The share of hits here may be higher or lower than overall.

GluA2 TARP mod,GluA2 TARP mod agonism max-min,GluA2 TARP mod glutamate slope,Compound
i,0.0775,43.1,CCOc1ccc(-n2c(C)cn3c4c(=O)n(CCc5ccccc5)c(=O)n(C)c4nc23)cc1
i,0.0523,50.9,CCC(=O)N1CCN=C1SC
i,0.0261,45.6,Cc1ccc(-n2nnc3c(N4CCN(C(=O)c5ccc(Br)o5)CC4)ncnc32)cc1
i,0.0571,55.7,CCc1cc2c(=O)c(-c3ccc4c(c3)OCCCO4)coc2cc1OC
i,0.0835,56.0,COc1cc(NC(=O)NCCCn2nc(-c3ccc(C)cc3)ccc2=O)cc(OC)c1
i,0.116,47.3,CS(=O)(=O)N1CCN(CCNC(=O)c2ccc(Br)o2)CC1
i,0.0831,62.0,O=C(NCCc1cccs1)C1CN(C(=O)c2cnccn2)C1
i,0.0538,57.0,O=C(NCCCn1nc(-c2ccccc2)ccc1=O)Nc1ccccc1C(F)(F)F
i,0.0699,43.5,COCCNC(=O)NCC1(c2ccc(OC)cc2)CCCC1
i,0.0465,43.9,Cc1ccc2c(c1)c1c(n2CC(O)Cn2ccnc2C)C(=O)CCC1 (stereo not given)
+,0.156*,60.1*,COc1ncccc1C(=O)Nc1onc2c1CSC2
i,0.0565,44.8,COc1cc(C(=O)Nc2cc(C)nn2C2CCS(=O)(=O)C2)cc(OC)c1OC (stereo not given)

Some of these compounds in order of their number in GluA2 TARP mod glutamate slope, rising.
GluA2 TARP mod,GluA2 TARP mod agonism max-min,GluA2 TARP mod glutamate slope,Compound
i,0.0775,43.1,CCOc1ccc(-n2c(C)cn3c4c(=O)n(CCc5ccccc5)c(=O)n(C)c4nc23)cc1
i,0.0565,44.8,COc1cc(C(=O)Nc2cc(C)nn2C2CCS(=O)(=O)C2)cc(OC)c1OC (stereo not given)
i,0.0261,45.6,Cc1ccc(-n2nnc3c(N4CCN(C(=O)c5ccc(Br)o5)CC4)ncnc32)cc1
i,0.116,47.3,CS(=O)(=O)N1CCN(CCNC(=O)c2ccc(Br)o2)CC1
i,0.0831,62.0,O=C(NCCc1cccs1)C1CN(C(=O)c2cnccn2)C1

(further entries)
GluA2 TARP mod,GluA2 TARP mod agonism max-min,GluA2 TARP mod glutamate slope,Compound
i,0.0706,47.7,COCCOC(=O)C1=C(C)NC(=O)NC1c1ccc(OC(F)F)c(OC)c1 (stereo not given)
i,0.0424,58.2,NC(=O)C1CCN(C2CCCC2)CC1
i,0.0908,62.4,CCSc1ccccc1C(=O)NC1CNC(=O)C1 (stereo not given)
i,0.0297,29.1,Cn1c(=O)c2c(SCc3ccccc3)ccnc2n(C)c1=O
+,0.0778*,59.4*,CCc1nc(-n2nc(C)cc2N)c2c3c(sc2n1)CCC3
i,0.0549,41.5,CCC(C)c1ccccc1OCC(=O)Nc1ccc(S(=O)(=O)Nc2nc(C)cc(C)n2)cc1 (stereo not given)
i,0.131,63.4,COC(=O)C1=C(C)NC(=O)NC1c1ccc(Cl)cc1 (stereo not given)
i,0.12,53.7,Cc1noc(C2CN(C(=O)C3(c4cccs4)CCCC3)C2)n1
i,0.0683,52.8,COc1cccc(S(=O)(=O)N2CCCC2)c1
i,0.0606,62.3,O=C(NCCN1CCC(c2cccs2)CC1)C(=O)NCc1ccc(F)cc1
i,0.105,65.7,Cc1nnsc1C(=O)Nc1nn(C)c2c1CC(C)C(=O)N2 (stereo not given)
i,0.0986,41.3,Cc1cc(NS(=O)(=O)c2ccccc2)c(C(C)C)c(Br)c1O

Individual results from above.
Entry of `Cc1cc(NS(=O)(=O)c2ccccc2)c(C(C)C)c(Br)c1O` under GluA2 TARP mod glutamate slope: 41.3
Entry of `CCc1nc(-n2nc(C)cc2N)c2c3c(sc2n1)CCC3` under GluA2 TARP mod glutamate slope: 59.4*
Entry of `Cn1c(=O)c2c(SCc3ccccc3)ccnc2n(C)c1=O` under GluA2 TARP mod agonism max-min: 0.0297
Entry of `NC(=O)C1CCN(C2CCCC2)CC1` under GluA2 TARP mod agonism max-min: 0.0424
Entry of `O=C(NCCN1CCC(c2cccs2)CC1)C(=O)NCc1ccc(F)cc1` under GluA2 TARP mod agonism max-min: 0.0606
Entry of `COCCOC(=O)C1=C(C)NC(=O)NC1c1ccc(OC(F)F)c(OC)c1` (stereo not given) under GluA2 TARP mod glutamate slope: 47.7
Entry of `COC(=O)C1=C(C)NC(=O)NC1c1ccc(Cl)cc1` (stereo not given) under GluA2 TARP mod glutamate slope: 63.4

Next entries:
GluA2 TARP mod,GluA2 TARP mod agonism max-min,GluA2 TARP mod glutamate slope,Compound
i,0.15,39.3,O=C(NCCOc1ccc(F)cc1)C(=O)Nc1nccs1
i,0.0643,21.1,COc1ccc(C(=O)Nc2cccc(-n3c(C)nc4ccccc4c3=O)c2)c(OC)c1
i,0.103,63.2,COc1cc(-c2nnc(NC(=O)Cc3cccc4ccccc34)o2)cc(OC)c1OC
i,0.0658,40.6,COc1cc(OC)c(NC(=O)Cc2ccc(C)cc2)cc1Cl
i,0.0526,50.4,CN(C)CCNC(=O)C(=O)NCC(c1cccs1)N1CCc2ccccc21 (stereo not given)
i,0.074,67.4,CCCn1c(=O)c2c(nc(-n3nc(C)cc3C)n2Cc2ccc(OC)cc2)n(C)c1=O
i,0.114,68.3,Cc1cc(NC(=O)C(=O)NCCc2ccc(S(N)(=O)=O)cc2)no1
i,0.0587,57.4,O=C(NC1(c2nc(-c3cccnc3)no2)CCCCC1)C1CC(=O)N(c2ccc(F)cc2)C1 (stereo not given)
+,0.0416*,48.6*,C=CCN(CC=C)C(=O)c1cc(-c2ccccc2)nc2ccccc12
i,0.0473,44.5,CC(C)Sc1nnc(NC(=O)C(C)C)s1
i,0.111,57.4,Cc1ccc(C)c(S(=O)(=O)Nc2cc(-c3ccco3)nn2C2CCS(=O)(=O)C2)c1 (stereo not given)
i,0.118,55.5,Cn1c(=NC(=O)CS(=O)(=O)Cc2ccccc2)sc2cc3c(cc21)OCO3
i,0.133,65.4,Cc1nn(CCNC(=O)c2cccc([N+](=O)[O-])c2)c(C)c1Cl
i,0.0649,57.6,Cn1nc(-c2ccc(NS(=O)(=O)c3ccc([N+](=O)[O-])cc3)cc2)ccc1=O
i,0.131,59.3,Cn1nc(CNC(=O)CCS(=O)(=O)c2ccccc2)c2ccccc2c1=O
i,0.1,33.0,CCOCCN1N=C(c2ccc(F)cc2)Cn2c1nc1c2c(=O)n(C)c(=O)n1C
i,0.128,62.8,Cc1ccc(S(=O)(=O)c2c(N)n(CC3CCCO3)c3nc4ccccc4nc23)cc1 (stereo not given)
i,0.0856,49.0,CC(=O)Nc1ccc(NC(=O)c2ccc(=O)n(Cc3c(F)cccc3Cl)c2)cc1
+,0.118*,40.7*,Cc1ccc(S(=O)(=O)NCCn2nc(C)c(Cl)c2C)c(C)c1
i,0.101,62.0,COCCNC(=O)CCCCCn1c(=S)[nH]c2ccc(Br)cc2c1=O
i,0.0831,7.0,COc1ccc(NC(=O)Cc2coc3ccc4ccccc4c23)cc1
i,0.112,77.7,O=C(CN1CCN(c2ccc(F)c(F)c2)C1=O)Nc1nc2c(s1)CCCC2
i,0.0647,51.0,CCc1cccc2sc(N(CCN3CCOCC3)C(=O)c3cccc(S(=O)(=O)CC)c3)nc12
i,0.092,64.9,COc1ccc(C(=O)Nc2ccc3c(c2)N(S(=O)(=O)c2ccccc2)CCC3)cc1
i,0.104,61.1,COc1ccc(S(=O)(=O)NCC2(O)CCCC2)cc1OC
i,0.102,77.8,C=CCn1c(=O)c2c(nc3n(-c4ccccc4OC)c(C)cn23)n(C)c1=O
i,0.14,74.5,CC1(C)CS(=O)(=O)N(c2ccc(Cl)c(C(=O)Nc3nccs3)c2)C1=O
i,0.0351,28.6,Cc1nnsc1C(=O)N1CCC(CNC(=O)C(C)(C)Oc2ccc(Cl)cc2)CC1
i,0.091,55.4,O=C(CSc1nc2c(c(=O)[nH]1)CN(Cc1ccccc1)CC2)NCc1ccc2c(c1)OCO2
i,0.115,61.6,NC(=O)C1Cc2ccccc2N1C(=O)c1cc([N+](=O)[O-])ccc1Cl (stereo not given)
i,0.0801,56.6,Cc1nccn1CC1CCN(S(=O)(=O)N(C)C)CC1
i,0.117,70.5,CC1CN(c2ccc(Br)cc2)c2nc3c(c(=O)n(CC(N)=O)c(=O)n3C)n2C1 (stereo not given)
i,0.0507,45.9,Cn1nnc2c(N3CCN(CC(=O)Nc4cccc(C(F)(F)F)c4)CC3)ncnc21
i,0.0846,59.9,COc1ccc(F)cc1S(=O)(=O)N1CCC(C(N)=O)CC1
i,0.0309,28.4,O=c1[nH]c(SCc2ccccc2Cl)nc2c1CN(Cc1ccc(F)cc1)CC2
i,0.0639,50.1,COc1ccc(Br)c(C(=O)NCC(O)(c2ccccc2)C2CC2)c1 (stereo not given)
i,0.0961,63.4,COC(=O)COc1ccc2c(c1)O/C(=C\c1ccccc1)C2=O
i,0.0417,48.8,CC(=O)c1ccc(C(=O)Nc2nnc(-c3ccc(C)c(C)c3)o2)cc1
i,0.0668,57.6,CN(C)CCCNC(=O)C(=O)Nc1cccc([N+](=O)[O-])c1
i,0.0602,61.4,COc1ccc(CCNC(=O)c2cc3cccnc3n(C)c2=O)cc1
i,0.181,49.8,COc1cc(C)c(C)cc1S(=O)(=O)NCC(O)(c1ccccc1)C(F)(F)F (stereo not given)
i,0.0856,59.6,CN(Cc1ccccc1)c1nc2c(c(=O)n(C)c(=O)n2C)n1CC(O)c1ccccc1 (stereo not given)
i,0.0737,62.8,COc1ccc(SCC(=O)Nc2nc(-c3ccc(C#N)cc3)cs2)cc1
i,0.0809,64.1,COc1ccc(S(=O)(=O)NCC2CCN(C(C)C)CC2)cc1Cl
i,0.116,58.6,CC1CCN(C(=O)Cc2csc(Nc3ccccc3)n2)CC1
i,0.0814,56.8,NC(=O)c1ccc(NC(=O)c2ccc(N3CCCCS3(=O)=O)cc2)cc1
i,0.0455,56.9,CC(C)OCCCNC(=O)C(=O)Nc1c2c(nn1C(C)(C)C)CSC2
i,0.0506,43.6,COc1ccc(OC(C)C(=O)NCCOc2ccc3nnc(-c4ccccc4)n3n2)cc1 (stereo not given)
i,0.101,61.6,Cc1nc(-c2cccc(NC(=O)Cn3nc(-c4cccs4)ccc3=O)c2)cs1
i,0.0881,59.4,CCN1CCN(CC(O)COc2ccc(-c3ccccc3)cc2)CC1 (stereo not given)
i,0.0816,52.4,Cc1ccc(N2CCCS2(=O)=O)cc1NC(=O)NCc1cccs1
i,0.0538,33.0,COCCN1COc2ccc3c(=O)c(Oc4cccc(OC)c4)c(C)oc3c2C1
i,0.187,57.8,CC1CCCCN1CC(O)COC1CC2CCC1(C)C2(C)C (stereo not given)
i,0.14,54.6,CCOC(=O)CCC(=O)N1CCN(C(=O)C2CC2c2cccs2)CC1 (stereo not given)
i,0.0792,50.4,C=CCNC(=O)C(=O)Nc1c2c(nn1-c1ccc(F)cc1)CS(=O)(=O)C2
i,0.078,29.3,O=C(NCC(c1ccco1)N1CCOCC1)C(=O)NC1CCCCC1 (stereo not given)
i,0.168,53.4,COc1cc(NCCNC(=O)Nc2ccccc2F)nc(OC)n1
i,0.127,48.4,COc1ccccc1-c1c(C)nn2c(NCCN3CCOCC3)cc(C)nc12
i,0.125,58.8,COc1ccc(SCCC(=O)Nc2ccc3sccc3c2)cc1
i,0.0932,53.1,COc1ccc(CCNC(=O)CS(=O)(=O)c2ccc(Br)s2)cc1OC

Following part.
GluA2 TARP mod,GluA2 TARP mod agonism max-min,GluA2 TARP mod glutamate slope,Compound
i,0.0517,60.1,CCN(C1CCCCC1)S(=O)(=O)c1cc(Cl)c(OC)cc1Cl
i,0.118,51.2,CCc1ccccc1NC(=O)CCc1csc(NC(=O)c2ccccc2)n1
i,0.111,50.5,COc1ccc(Br)c(C(=O)NCC(O)(c2ccccc2)C(F)(F)F)c1 (stereo not given)
i,0.0895,49.6,NC(=O)Cc1ccc(NC(=O)c2cccc(C(F)(F)F)c2)cc1
i,0.0897,52.4,COC(=O)Nc1ccc(N2CCCC2=O)cc1
+,0.0547*,56.7*,CCc1ccccc1NC(=O)Cn1c(=O)n(C2CC2)c(=O)c2nscc21
i,0.0772,44.7,Cn1ccc(-c2nnc(NC(=O)C3CCCCC3)o2)n1
i,0.105,75.9,Cc1ccc(C)c(-c2csc(NC(=O)c3ccc(S(=O)(=O)N(C)C4CC4)cc3)n2)c1
i,0.0925,56.9,Cn1c(SCC(=O)Nc2ccc(C(N)=O)cc2)nnc1-c1ccc(=O)n(C)c1
i,0.118,71.2,Cc1ccc(-n2nnc3c(=O)n(CC(=O)N4CCN(c5ccccc5)CC4)cnc32)cc1C
i,0.0993,52.2,CS(=O)(=O)N1CCC(CNC(=O)C(=O)NCCC2=CCCCC2)CC1
i,0.0371,46.2,COC(=O)CCC(=O)Nc1ccc(S(=O)(=O)N2CCCC2)cc1
i,0.1,61.5,O=C(NCCC1=CCCCC1)C(=O)NCC1CCN(C(=O)COc2ccccc2)CC1
i,0.047,40.7,CCOC(=O)c1c(SCC(=O)OC)nc(=O)[nH]c1C
i,0.0479,63.9,CC(C)(C)CNc1ccncc1
i,0.137,70.6,COc1ccc(CNC(=O)/C(C#N)=C/N2CCN(C)CC2)cc1
i,0.0673,-1.0,COc1ccc(-c2ccc(=O)n(CCNS(=O)(=O)c3ccccc3F)n2)cc1
i,0.0548,56.2,C=CCNC(=O)C(=O)NCCC1CCCCN1S(=O)(=O)c1c(C)cc(C)cc1C (stereo not given)
i,0.0289,53.0,Cc1ccc(SCC(=O)N2CCCCC2)cc1
i,0.126,55.5,CCCCOc1ccc(C(=O)Nc2cc(-c3ccco3)nn2-c2nc(C)c(C)c(=O)[nH]2)cc1
i,0.052,50.3,CC(C)C(=O)N1CCCc2ccc(NC(=O)C(=O)NC3CCCCCC3)cc21
i,0.111,49.5,CC(C)(C)OC(=O)Cn1nc2ccc(S(=O)(=O)N3CCCCC3)cn2c1=O

Gathered by group, the entries above containing a tert-butyl group
GluA2 TARP mod,GluA2 TARP mod agonism max-min,GluA2 TARP mod glutamate slope,Compound
i,0.0455,56.9,CC(C)OCCCNC(=O)C(=O)Nc1c2c(nn1C(C)(C)C)CSC2
i,0.0479,63.9,CC(C)(C)CNc1ccncc1
i,0.111,49.5,CC(C)(C)OC(=O)Cn1nc2ccc(S(=O)(=O)N3CCCCC3)cn2c1=O
